# Assay outcomes (PubChem BioAssay)
# BAZ2B block: blocks human BAZ2B; Q9UIF8; Potency, µM (series often up to 114 µM), for inactives: at the highest dose activity change, negative = inhibition, most hits filed as inhibitors; actives 4.4% (n = 360,000); AID 504333; AlphaScreen BAZ2B-H3K14Ac peptide displacement; further: on the % scale 0 is the no-effect control and ±100 the full control effect; nearly all actives have a fitted effect of over 60% in size
#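 Protein-peptide AlphaScreen: BAZ2B 50 nM, b-H3K14Ac 50 nM, 1x PBS pH 7.4 + 0.01% Tween-20. Preincubation 30 min RT; cpd 30 min RT (top 110 uM); beads 20 min RT, light-protected.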
# PGK inhibitor: blocks T. brucei phosphoglycerate kinase. PGK/GAPDH coupled, Kinase-Glo luminescence, 60 min. actives 0.043% (n = 380,000). Potency, µM (series often up to 57.5 µM), without a hit: top-dose activity change, negative = inhibition, actives largely listed as inhibitors; further: on the % scale 0 is the no-effect control and ±100 the full control effect; nearly all actives have a fitted effect of over 60% in size
# Target sequence (P07378 whole entry, looked up): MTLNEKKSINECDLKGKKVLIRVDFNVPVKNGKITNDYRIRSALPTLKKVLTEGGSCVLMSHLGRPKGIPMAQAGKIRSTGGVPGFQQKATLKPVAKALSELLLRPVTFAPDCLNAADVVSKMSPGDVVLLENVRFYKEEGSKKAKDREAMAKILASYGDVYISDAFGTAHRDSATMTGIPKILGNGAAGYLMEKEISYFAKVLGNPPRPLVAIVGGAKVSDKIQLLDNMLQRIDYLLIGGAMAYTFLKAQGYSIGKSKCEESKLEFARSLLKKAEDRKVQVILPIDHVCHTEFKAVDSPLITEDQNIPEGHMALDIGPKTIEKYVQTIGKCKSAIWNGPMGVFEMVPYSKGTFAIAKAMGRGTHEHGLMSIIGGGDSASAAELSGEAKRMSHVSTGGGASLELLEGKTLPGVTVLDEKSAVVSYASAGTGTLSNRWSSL
#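 Recombinant glycosomal PGK reaction used 1,3-bisphosphoglycerate generated in-well by GAPDH (100nM final) in 100mM TEA pH 7.6, 5mM MgCl2, 0.01% Tween-20. After 60 minutes at room temperature, ATP was read by Kinase-Glo Plus luminescence end-point.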
# JMJD2A Tudor: inhibitors of human JMJD2A Tudor domain; AlphaScreen JMJD2A-Tudor / H3K4me3 peptide binding; Potency, µM (series often up to 114 µM), without a hit: top-dose activity change, negative = inhibition, hits mostly inhibitors; O75164; actives 4.4% (n = 390,000); AID 504339; further: on the % scale 0 is the no-effect control and ±100 the full control effect; nearly all actives have a fitted effect of over 50% in size
# G9a block: inhibitors of human histone lysine methyltransferase G9a; G9a H3K9 monomethylation, AlphaScreen, 2 h; AID 504332; actives 8.8% (n = 350,000); Potency, µM (doses to about 102 µM), for inactives: top-dose activity, negative = inhibition, actives largely listed as inhibitors; further: on the % scale 0 is the no-effect control and ±100 the full control effect; nearly all actives have a fitted effect of over 75% in size
#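 Chemiluminescent proximity detection of H3K9 monomethylation, read after 10 min bead incubation in the dark. Reaction: 20 nM G9a, 500 nM biotin-H3K9 peptide, 20 uM SAM cofactor, 2 h, room temperature, following 15 min enzyme-compound preincubation.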
# GLS inh: inhibitors of human glutaminase (GLS); O94925; GLS enzymatic activity, qHTS titration; Potency, µM (top dose mostly 45.5 µM), inactives show at the highest dose activity change, negative = inhibition, usual class: inhibitors; actives 0.21% (n = 410,000); AID 624170; further: on the % scale 0 is the no-effect control and ±100 the full control effect
# Target sequence (O94925 whole entry, looked up): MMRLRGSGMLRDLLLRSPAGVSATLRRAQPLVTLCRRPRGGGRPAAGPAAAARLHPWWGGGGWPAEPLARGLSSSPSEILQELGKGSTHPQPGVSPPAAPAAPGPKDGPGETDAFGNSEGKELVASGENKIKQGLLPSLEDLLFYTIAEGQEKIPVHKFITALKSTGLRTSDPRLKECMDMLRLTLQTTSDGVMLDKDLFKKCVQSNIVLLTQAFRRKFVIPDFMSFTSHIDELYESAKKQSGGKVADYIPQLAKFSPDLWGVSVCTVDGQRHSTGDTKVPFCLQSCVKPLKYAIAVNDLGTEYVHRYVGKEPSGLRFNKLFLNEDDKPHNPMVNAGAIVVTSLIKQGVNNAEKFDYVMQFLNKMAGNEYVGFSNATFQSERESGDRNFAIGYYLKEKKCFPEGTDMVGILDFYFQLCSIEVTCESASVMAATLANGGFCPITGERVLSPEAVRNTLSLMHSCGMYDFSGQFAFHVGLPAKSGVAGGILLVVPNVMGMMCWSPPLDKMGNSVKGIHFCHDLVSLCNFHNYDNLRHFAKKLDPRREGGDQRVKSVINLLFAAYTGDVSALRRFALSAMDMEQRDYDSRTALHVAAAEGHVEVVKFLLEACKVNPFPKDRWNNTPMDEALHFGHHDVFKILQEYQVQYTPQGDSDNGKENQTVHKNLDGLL
#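 Glutamate formation by hKGA was monitored fluorometrically using coupled glutamate oxidase, HRP and Amplex Red. Substrate was added as 1 mM L-glutamine solution; incubation was 30 min at RT after an initial read.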
# HP1b chromo inh: HP1-beta chromodomain-methylated histone interaction inhibition | P83916 | AlphaScreen HP1-beta / biotin-H3K9me3 peptide binding | Potency, µM (series often up to 114 µM), without a hit: top-dose activity change, negative = inhibition, usual class: inhibitors | actives 0.56% (n = 390,000) | AID 540317; further: nearly all actives have a fitted effect of over 70% in size; inactives centre near 23
#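 AlphaScreen: HP1-beta (50 nM) preformed 30 min with biotin-H3(1-18)K9me3 peptide (50 nM) in PBS pH 7.4, 0.01% Tween-20. Compound added for 30 min at RT, then streptavidin donor/nickel chelate acceptor beads (10 ug/mL) for 30 min.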
# Pin1 inh: inhibitors of human Pin1. AID 504891. Pin1 FP peptide displacement, HiFluor488, 10 min. Potency, µM (series often up to 115 µM), for inactives: at the top dose activity, negative = inhibition, usual class: inhibitors. actives 0.009% (n = 390,000). Q13526; active means well fitted inhibition curve with a large enough effect in the polarisation, with a control signal flat, not every such curve was filed as active; inconclusive means small, poorly fitted or top-dose-only effect, or effect the other way, or a change in a side signal; inactive means no such curve, though single readings can be large or run the other way; the % refers to the polarisation; further: on the % scale 0 is the no-effect control and ±100 the full control effect
# BLM helicase inh: Bloom syndrome helicase (human) inhibition. actives 0.2% (n = 350,000). P54132. Potency, µM (series often up to 56.1 µM), for inactives: at the top dose activity change, negative = inhibition, usual class: inhibitors. recombinant BLM DNA unwinding, fluorescence dequenching. AID 2528;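 further: plate controls were vehicle for no effect and no enzyme for full effect; nearly all actives have a fitted effect of over 35% in size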
# POLI inh: blocks human DNA polymerase iota activity. Q9UNA4. Pol iota fluorescent replication assay, 10 min. Potency, µM (series often up to 115 µM), for the others: at the top dose activity, negative = inhibition, usual class: inhibitors. actives 1% (n = 390,000)
#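 Pol iota at 10 nM preincubated 15 min with compounds at room temperature; reaction started with fluorescent substrate, 50 nM final. Fluorescence read kinetically at 0 and 10 min; buffer-only wells as negative control.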
# An asterisk follows results filed as active; i = inactive; u = inconclusive; x = no result given; & = joins results of further samples; ! = a repeat was not active; [ ] = another dose, or the depositor's remark. Unless noted, the call rests on the fitted dose curve; in most records, active means well fitted curve in the direction sought with a large enough effect; inconclusive means small, poorly fitted or top-dose-only effect, or another doubt; inactive means no such curve, though single readings can be large; an effect the other way counts as inactive or inconclusive. Potency means the concentration at half of the fitted maximal effect. This is a subset, so the mix of outcomes need not match the whole.
Pin1 inh	POLI inh	HP1b chromo inh	BLM helicase inh	JMJD2A Tudor	G9a block	GLS inh	BAZ2B block	PGK inhibitor	SMILES
7%	2%	39%	-2%	-26%	-39%[12.7 µM]	0%	-25%	-3%	CCC(CC)c1nc2cc(OC)c(OC)cc2c(=O)o1
1%	38%[activator]	16%	3%	-15%	-15%[12.7 µM]	-4%	-21%	17%	Cc1ccc(S(=O)(=O)NC2=NCN(CCOC(=O)c3ccccc3)CN2)cc1
8%	10%	9%	-2%	3.5µM*	-28%[59 µM]	25%	-7%	0%	COc1ccccc1N1CCN(Cc2nc3ccsc3c(=O)[nH]2)CC1
-2%	-19%	27%	-6%	-5%	-15%	1%	-34%	-7%	CCOC(=O)c1[nH]c2ccc(OCC)cc2c1CCCN1C(=O)c2ccccc2C1=O
17%	16%	112%	-2%	37%[activator]	26%	0%	19%	22%	O=C(COC(=O)c1c2ccccc2cc2ccccc12)Nc1ncc(C(F)(F)F)cc1Cl
6%	14%	39%	-11%	-11%	1%[59 µM]	2%	-2%	1%	O=C(CN1C(=O)c2cccnc2Oc2ccc(Cl)cc21)Nc1cccc(C(F)(F)F)c1
7%	8%	22%	-22%	20%	u	x	-3%	-3%	CCOC(=O)Cc1csc(NC(=O)c2sc3nc4ccc(C)cc4cc3c2N)n1
-8%	-5%	15%	2%	-27%	-4%[59 µM]	-3%	0%	i	COc1ccc(C2C=C(c3ccc(Br)cc3)Nc3nnnn32)c(OC)c1 (centres undefined)
-1%	4%	31%	0%	-6%	-2%	17%	25%	5%	CC(CN1C(C)CCCC1C)OC(=O)c1cccc(F)c1 (centres undefined)
6%	6%	8%	-12%	-11%	x	16%	-11%	-1%	CC1=Nc2ccccc2N=C(NC(=O)CSC(=S)N2CCCCC2)C1c1ccccc1 (centres undefined)
-3%	11%	24%	-5%	-17%	6%	7%	2%	-8%	Cc1cc(NS(=O)(=O)c2ccc(NC(=O)CSc3nnc(-c4ccco4)n3N)cc2)nc(C)n1
0%	-27%	2%	-10%	-15%	u	-1%	-6%	-11%	CCOC(=O)c1cc(-c2ccccc2)n(CCC(=O)Nc2cc(C)cc(C)c2)c1C
27%	-1%	64%[activator]	-8%	18%	43%[59 µM]	0%	7%	7%	Fc1ccc(Nc2nc(SCc3ccc(Cl)cc3)nc3ccccc23)cc1
-4%	83%[activator]	14%	-6%	-8%	6%	0%	-8%	4%	CCCn1c(-c2cc(OC)c(OC)c(OC)c2)nc2c1c(=O)[nH]c(=O)n2Cc1ccccc1
1%	-5%	45%[activator]	0%	-1%	20%[12.7 µM]	2%	-5%	i	Cc1cccc(NC(=O)C2CC(=O)OC23CCCCC3)c1 (centres undefined)
0%	6%	24%	-3%	-16%	-1%[59 µM]	-9%	-7%	-2%	CC(=O)c1ccc(S(=O)(=O)NCc2ccc(C(=O)N(C)CC(=O)Nc3cccc(F)c3)cc2)cc1
0%	23%	54%[activator]	-3%	-29%	56µM*	-4%	-31%	-1%	O=C(c1ccc2nc(N3CCCCC3)sc2c1)N1CCN(c2ccccn2)CC1
0%	u	42%[activator]	-2%	-3%	3%[59 µM]	0%	3%	-7%	COc1ccc(CC(=O)Nc2c(C(=O)Nc3ccc(F)cc3)oc3ccccc23)cc1OC
-1%	35%[activator]	23%	-1%	4%	48%[activator]	1%	-24%	0%	Cc1nc(SCC(=O)NNC(=O)c2cccs2)[nH]c(=O)c1C
4%	26%	13%	-2%	-7%	13%	-10%	6%	-5%	CCOc1ccccc1N(CC(=O)NC1CCCC1)S(=O)(=O)c1ccc(C)cc1
u	u	33%[activator]	-12%	-10%	4%[59 µM]	9%	-1%	1%	COc1ccc(NC(=O)c2sc3nc(C)c(C(=O)Nc4ccc(C)cc4C)c(-c4ccccc4Cl)c3c2N)cc1
2%	3%	-17%	-12%	u	40µM*	-9%	-11%	-3%	Cc1cc(C(=O)N/N=C\c2cc(C(C)(C)C)c(O)c(C(C)(C)C)c2)n[nH]1
39%[activator]	u	14%	-7%	56µM*	45µM*	22%	-35%	8%	O=C(CSc1nnc(C2CC2)n1Cc1ccccc1)c1cc2ccccc2o1
-4%	23%	13%	2%	-4%	-8%[59 µM]	2%	3%	12%	CC1CCCN(C(=O)CCc2ccccc2)C1 (centres undefined)
-3%	51%[activator]	50%[activator]	4%	-10%	-3%	-1%	-8%	i	CCn1c(C)nc2cc(C(=O)N/N=C/c3ccc(OC)cc3)ccc21
-20%	14%	11%	-1%	-18%	u	-11%	-29%	-7%	Cc1c(C(=O)NCc2ccccc2Cl)sc2nc3n(c(=O)c12)CCCC3
-2%	32%	76%[activator]	-8%	-2%	7%	19%	1%	i	CNc1nnc(-c2ccco2)s1
-4%	6%	6%	0%	-34%	-21%	6%	-28%	3%	COc1cccc(-c2ccc(NC(=O)C3CCCN(Cc4cnn(C(C)C)c4)C3)cc2)c1 (centres undefined)
-7%	-28%	27%	-5%	-20%	29%	1%	-10%	-3%	CC(C)n1c(SCC(=O)Nc2nncs2)nnc1C1CC1
1%	30%[activator]	45%[activator]	0%	-4%	12%[59 µM]	-3%	-7%	-3%	CCOC(=O)N1C2C=C(C)[C@@H]2[C@@H]2CC(=O)N21 (some centres undefined)
4%	9%	1%	x	-22%	x	8%	x	-6%	COCCN(C(=O)COC(=O)/C=C/c1ccc(SC)cc1)c1c(N)n(Cc2ccccc2)c(=O)[nH]c1=O
27%	32%[activator]	30%	0%	-11%	10%	3%	19%	1%	CCOC(=O)c1c(C)[nH]c(C(=O)Cn2nnc(-c3ccccc3)n2)c1C
u	50µM*	-7%	-11%	u	u	2%	u	-11%	CCOc1ccc(Br)cc1C1=NN(C(C)=O)C(c2ccc([N+](=O)[O-])s2)O1 (centres undefined)
-1%	19%	26%	3%	-7%	18%[59 µM]	14%	2%	-5%	Cc1cc(O)c(C(C)C)cc1NC(=O)c1ccccc1Cl
-1%	121%[activator]	10%	-3%	-20%	11%	0%	-30%	-6%	COc1ccc(C)cc1N(CC(=O)N/N=C/c1ccc2c(c1)OCO2)S(C)(=O)=O
4%	-6%	40%[activator]	0%	-10%	-22%	-15%	-5%	i	O=C(Cc1ccccc1)NCCn1ccc2ccccc21
6%	25%	u	-1%	u	-22%	0%	-11%	8%	O=[N+]([O-])c1cccc(/C=N/NC2=NS(=O)(=O)c3ccccc32)c1
26%	-7%	24%	-11%	-21%	u	7%	u	-7%	COc1c(C(=O)Nc2ccc(Cc3ccncc3)cc2)ccc2ccccc12
-2%	63%[activator]	47%[activator]	-5%	-8%	14%	4%	-25%	9%	COc1ccccc1CNC(=O)CC1C(=O)NCCN1C1Cc2ccccc2C1 (centres undefined)
-2%	18%	29%	3%	-14%	x	-1%	-16%	-7%	CN(CCC#N)C(=O)COC(=O)c1ccc2c(c1)C(=O)N(C1CCCCC1)C2=O
-8%	7%	38%[activator]	-2%	18%	14%[59 µM]	-7%	0%	-11%	O=C(CSc1ccccn1)Nc1ccc(Br)cn1
4%	-2%	58%[activator]	-1%	-15%	-2%	1%	3%	i	CCOC(=O)COc1cccc2c(=O)n(CC(=O)N3CCC(C)CC3)ccc12
4%	14%	1%	x	-23%	3%[0.501 µM]	2%	-30%	-4%	CCn1c(SCC(=O)Nc2ccc(N3CCOCC3)cc2)nnc1-c1ccco1
3%	3%	40%[activator]	-1%	-7%	10%[12.7 µM]	16%	-2%	4%	CCOC(=O)CN1C(=O)c2ccccc2C1=O
42%[activator]	32%&6%	18%	-10%&-8%	-26%&-16%	32µM*!	-14%&9%	-20%[57.1 µM]	3%&7%	O=S(=O)(Nc1cccc(-c2ccc(N3CCCCCC3)nn2)c1)c1cccc(F)c1
u	164%[activator]	6%	1%	-11%	12%[59 µM]	4%	7%	1%	COc1ccc(CCNC(=O)Cn2nc([N+](=O)[O-])c(Br)c2C)cc1OC
-1%	0%	35%[activator]	1%	-2%	7%	-11%	5%	5%	CC(C)CCn1cnc2c(cnn2-c2ccc(Cl)cc2)c1=O
-1%	5%	23%	-4%	-15%	-3%[12.7 µM]	-12%	-21%	i	CN(C)S(=O)(=O)N1CCN(CC(O)COc2ccc(C(=O)c3ccccc3)cc2)CC1 (centres undefined)
-3%	164%[activator]	-7%	-2%	-35%	u	-17%	-11%	i	COCCCn1c(=S)[nH]c2c(sc3ccccc32)c1=O
-3%	-1%	33%[activator]	0%	-8%	-4%[59 µM]	3%	4%	i	COc1cc(CC(=O)Nc2nccs2)cc(OC)c1OC
-1%	4%	42%[activator]	-3%	3%	15%[0.501 µM]	-11%	-1%	-9%	CCCCC(=O)N1CCN(c2nc3ccc(Cl)cc3s2)CC1
-1%	-21%	7%	-6%	-15%	-8%[59 µM]	0%	-4%	i	COCCCNC(=O)CCn1c(=O)c2ccccc2n(CC(=O)Nc2cc(Cl)ccc2OC)c1=O
38%[activator]	-19%	59%[activator]	-5%	-14%	10%	4%	6%	-2%	COc1ccc(-c2nonc2NC(=O)c2oc3ccccc3c2C)cc1OC
-7%	8%[58.9 µM]	42%[activator]	x	-5%	x	7%	x	4%	CC1CN(C(=O)c2cc(F)c(F)cc2Cl)CC(C)O1 (centres undefined)
3%	0%	46%[activator]	-1%	-14%	u	8%	u	x	C=CC[n+]1c(C)csc1Nc1ccc(C(=O)O)cc1

# Of the compounds above, 2 have a CF3 group.
Pin1 inh	POLI inh	HP1b chromo inh	BLM helicase inh	JMJD2A Tudor	G9a block	GLS inh	BAZ2B block	PGK inhibitor	SMILES
17%	16%	112%	-2%	37%[activator]	26%	0%	19%	22%	O=C(COC(=O)c1c2ccccc2cc2ccccc12)Nc1ncc(C(F)(F)F)cc1Cl
6%	14%	39%	-11%	-11%	1%[59 µM]	2%	-2%	1%	O=C(CN1C(=O)c2cccnc2Oc2ccc(Cl)cc21)Nc1cccc(C(F)(F)F)c1

# Only HP1b chromo inh and BAZ2B block (2 entries from above):
SMILES | HP1b chromo inh | BAZ2B block
CCn1c(SCC(=O)Nc2ccc(N3CCOCC3)cc2)nnc1-c1ccco1 | 1% | -30%
COc1ccccc1CNC(=O)CC1C(=O)NCCN1C1Cc2ccccc2C1 (centres undefined) | 47%[activator] | -25%
